High-throughput results: PubChem BioAssay, The Scripps Research Institute Molecular Screening Center
PAD4 FP inh: human PAD4 inhibitors, primary screen, biochemical, fluorescence polarization, 1536-well format; recombinant PAD4, RCA probe fluorescence polarization; Protein-arginine deiminase type-4 (Homo sapiens), Q9UM07; 330,000 tested, 0.41% active; inhibition, % at 6.36 µM;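 active = percent inhibition above a cutoff equal to the mean of all tested compounds plus 3 SD, cut at about 15% in these data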;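 also: 0% = PAD4 with RCA probe and DMSO and 100% = probe without PAD4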
PME-1 primary: PME-1 inhibitors via competitive probe labeling, primary screen, biochemical, fluorescence polarization, FP-Rh probe, HTS. Protein phosphatase methylesterase 1 (Homo sapiens), Q9Y570. recombinant PME-1. inhibition, % at 5.9 µM. 320,000 tested, 0.53% active;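 active = inhibition above the campaign mean of all compounds plus 3 SD, cut at about 26% in these data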;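 also: competitive labeling of PME-1 active site by serine hydrolase directed probe; 0% = PME-1 with DMSO and 100% = wells lacking PME-1 enzyme; inhibitors block probe labeling so polarization falls and inhibition rises; many of its hits are not listed in these tables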
PAFAH1B3 inh: PAFAH1B3 enzyme inhibitors, primary screen, biochemical, fluorescence polarization, human; Platelet-activating factor acetylhydrolase IB subunit alpha1 (Homo sapiens), Q15102; recombinant PAFAH1B3, FP-rhodamine probe; inhibition, % at 3.39 µM; 340,000 tested, 0.28% active;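 active = inhibition above the screen-wide average of all tested compounds plus 3 SD, cut at about 25% in these data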;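 also: 0% = enzyme with DMSO only and 100% = wells lacking PAFAH1B3 protein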
Target sequence (Q15102 whole entry, looked up): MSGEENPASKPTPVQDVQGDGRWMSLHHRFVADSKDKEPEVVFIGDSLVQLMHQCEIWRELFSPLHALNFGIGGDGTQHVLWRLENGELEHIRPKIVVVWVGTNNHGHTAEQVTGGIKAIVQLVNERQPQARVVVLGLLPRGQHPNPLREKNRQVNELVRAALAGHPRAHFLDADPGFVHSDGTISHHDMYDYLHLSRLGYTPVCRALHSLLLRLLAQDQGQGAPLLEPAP
LYPLA1 inh: LYPLA1 inhibitors, primary screen, counter-screen for PME1 inhibitor project, biochemical, fluorescence polarization, FP-Rh probe ABPP. inhibition, % at 5.9 µM. AID 2174, 2009. recombinant LYPLA1. 320,000 tested, 0.16% active;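 active = inhibition above the mean of all tested compounds plus 3 SD, set per campaign, cut at about 14% in these data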;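 also: inhibitors block serine hydrolase probe labeling of LYPLA1 so polarization falls; 0% = enzyme with DMSO and 100% = wells lacking LYPLA1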
Target sequence (O75608 whole entry, looked up): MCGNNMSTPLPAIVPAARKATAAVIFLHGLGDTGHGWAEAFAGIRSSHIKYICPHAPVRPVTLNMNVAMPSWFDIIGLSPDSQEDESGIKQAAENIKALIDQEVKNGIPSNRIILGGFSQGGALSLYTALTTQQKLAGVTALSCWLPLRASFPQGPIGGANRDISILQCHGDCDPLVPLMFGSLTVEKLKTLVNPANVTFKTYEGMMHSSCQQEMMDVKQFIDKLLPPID
Fam108B counter: mouse Fam108B serine hydrolase inhibitors, primary screen, counter-screen for RBBP9 inhibitor project, biochemical, fluorescence polarization. recombinant Fam108B, FP-Rh probe fluorescence polarization. inhibition, % at 9.51 µM. 300,000 tested, 0.33% active. AID 1947, 2009;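 active = inhibition above the screen mean inhibition plus 3 SD, computed separately per campaign, cut at about 18% in these data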;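 also: inhibitors lower polarization as less probe binds the enzyme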
PAFAH2 inh: PAFAH2 enzyme inhibitors, primary screen, biochemical, fluorescence polarization, human | inhibition, % at 3.39 µM | 340,000 tested, 0.99% active | recombinant PAFAH2, FP-rhodamine activity probe | Platelet-activating factor acetylhydrolase 2, cytoplasmic (Homo sapiens), Q99487;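 active = inhibition above the mean over all tested compounds plus 3 SD, cut at about 30% in these data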;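 also: inhibitors block probe labeling of enzyme so polarization drops; 0% = enzyme with DMSO and 100% = wells lacking PAFAH2 protein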
PAFAH1B2 FP inh: PAFAH1B2 enzyme inhibitors, primary screen, biochemical, fluorescence polarization, human. inhibition, % at 3.39 µM. recombinant PAFAH1B2, FP-rhodamine activity probe. 340,000 tested, 1.2% active;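 active = inhibition above the mean of all tested compounds plus 3 SD, cut at about 24% in these data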;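 also: 0% = enzyme with DMSO and 100% = wells lacking PAFAH1B2; many of its hits are not listed in these tables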
Target sequence (P68402 whole entry, looked up): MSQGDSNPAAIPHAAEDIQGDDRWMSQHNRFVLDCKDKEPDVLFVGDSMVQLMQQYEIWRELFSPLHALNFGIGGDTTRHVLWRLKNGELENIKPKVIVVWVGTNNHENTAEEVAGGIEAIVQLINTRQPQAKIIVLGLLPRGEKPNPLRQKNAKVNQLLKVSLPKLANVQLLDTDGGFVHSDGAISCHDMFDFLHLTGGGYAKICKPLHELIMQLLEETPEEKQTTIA
GSTO1 counter: inhibitors of recombinant GSTO1, primary screen, counter-screen for RBBP9 inhibitor project, biochemical, fluorescence polarization. Glutathione S-transferase omega-1 (Homo sapiens), P78417. activity-based probe fluorescence polarization. inhibition, % at 5.96 µM. 300,000 tested, 1.1% active. AID 1974, 2009;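 active = inhibition above the campaign mean inhibition plus 3 SD, cut at about 35% in these data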;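 also: 0% = GSTO1-1 with DMSO and 100% = wells lacking GSTO1-1 enzyme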
Target sequence (P78417 whole entry, looked up): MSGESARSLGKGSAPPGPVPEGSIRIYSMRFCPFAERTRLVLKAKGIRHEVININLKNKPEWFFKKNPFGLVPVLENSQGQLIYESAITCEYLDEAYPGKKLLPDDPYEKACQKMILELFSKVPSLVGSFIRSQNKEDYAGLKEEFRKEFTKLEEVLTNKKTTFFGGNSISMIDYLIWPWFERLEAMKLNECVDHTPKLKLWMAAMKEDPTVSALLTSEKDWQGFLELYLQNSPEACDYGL
pPAFAH inh: pPAFAH enzyme inhibitors, primary screen, biochemical, fluorescence polarization, human. recombinant pPAFAH, FP-rhodamine probe fluorescence polarization. inhibition, % at 3.39 µM. 330,000 tested, 1.5% active. AID 463082, 2010;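 active = inhibition above the mean inhibition across the screen plus 3 SD, cut at about 25% in these data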;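 also: inhibitors block binding of the rhodamine activity-based probe so polarization drops; 0% = enzyme with DMSO and 100% = wells lacking pPAFAH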
Active calls of the source: *; . = not tested or not shown. Only part of the results is shown; count on the stated rates, not on these rows.

SMILES	PAD4 FP inh	PME-1 primary	PAFAH1B3 inh	LYPLA1 inh	Fam108B counter	PAFAH2 inh	PAFAH1B2 FP inh	GSTO1 counter	pPAFAH inh
CCOC(=O)N1CCC(n2c(=S)[nH]c3ccccc3c2=O)CC1	3	0	10	0	1	10	6	-7	2
Cc1nnc(SCC(=O)Nc2ccc(OC(F)F)c(Cl)c2)n(N)c1=O	-4	.	5	.	.	-4	3	.	5
CCCOc1ccccc1C1CC(=O)Nc2cc3c(cc21)OCO3 (centres undefined)	3	7	-1	-2	3	4	8	-2	8
O=C(N/N=C/c1cccnc1)/C(=C\c1cccs1)NC(=O)c1ccccc1	2	-7	8	1	2	1	2	-1	-4
O=C(Nc1ccc(F)c(Cl)c1)c1ccc2c(=O)n3c(nc2c1)CCCCC3	-10	-6	1	-13	-7	-8	3	-11	-11
Cc1ccc(-n2c(=O)c3c4c(sc3n3c(C)nnc23)COC(C(C)C)C4)cc1 (centres undefined)	-5	-3	7	-2	1	-7	2	9	3
Cc1cccc(NC(=O)CCN2C(=O)c3ccccc3S2(=O)=O)c1C	2	9	-6	-4	-4	5	6	-1	2
N#CC1(C#N)[C@@H](C(=O)C23CC4CC(CC(C4)C2)C3)C12CCOCC2	3	-1	-2	0	1	5	5	7	4
COc1cc(N=Cc2c(O)c3ccccc3oc2=O)c(OC)cc1Cl	0	-2	5	-1	-1	1	5	-5	3
Cc1cccnc1NC(=O)c1ccc([N+](=O)[O-])o1	-10	-2	4	0	2	5	3	-3	-3
COc1ccc(Cn2nnnc2C(c2cc3cc(C)cc(C)c3[nH]c2=O)N2CCOCC2)cc1 (centres undefined)	-1	-1	1	0	2	1	-3	3	8
COc1ccc(NC(=O)Cc2c(O)c3ccccc3[nH]c2=O)cc1	2	-4	2	-1	1	-4	0	-4	-2
COc1ccc(/C=C(\NC(=O)c2ccccc2)C(=O)NC2CCS(=O)(=O)C2)cc1 (centres undefined)	1	1	0	2	-5	-3	1	1	-1
O=C(NCC1CCCO1)C(c1ccccn1)N(Cc1ccccc1Cl)C(=O)CN1C(=O)c2ccccc2S1(=O)=O (centres undefined)	-2	-3	2	-3	1	10	14	9	0
COC(=O)C1(C(=O)OC)NOC2C(=O)N(c3ccc(Cl)cc3Cl)C(=O)C21 (centres undefined)	-8	-3	5	-3	-1	7	3	9	7
CCN(CC)S(=O)(=O)c1ccc(-c2cc(C(=O)OC)sc2C(F)(F)F)cc1	4	6	.	-2	0	.	.	6	10
CCOC(=O)/C(C#N)=N/Nc1c(S(=O)(=O)Cc2ccco2)csc1C(=O)OC	1	0	-5	-2	2	-4	5	-13	-3
Cc1ccc(-c2cn(CCN)c(-c3ccc(Cl)nc3)n2)cc1	0	0	-3	3	-3	-5	7	-7	6
O=C(NCCCNC(=O)c1ccco1)c1cccc(F)c1	-2	-12	3	-1	2	1	0	9	2
Cc1ccc(/C=C/C(=O)N2CCc3ccccc3C2)cc1	-3	3	5	1	0	9	1	5	7
CCCC(=O)NC(c1ccc(OC)c(OC)c1)c1cc(Cl)c2cccnc2c1O (centres undefined)	3	4	6	0	6	4	5	-19	9
O=C(NCc1ccco1)C(NS(=O)(=O)c1cccc2nsnc12)c1ccccc1 (centres undefined)	1	-8	6	-1	0	-2	1	2	1
CCCNC(=O)c1nn2c(C(F)(F)F)cc(-c3ccccc3)nc2c1Br	-1	4	11	0	4	-4	2	-1	5
CCN1CCN(c2ccc(NC(=O)c3ccccc3F)cc2Cl)CC1	-3	-6	5	-1	0	-6	3	16	2
Cc1cc(C)c2c(N)c(C(=O)NN3CC(=O)N(c4cccc(Cl)c4)CC3=O)sc2n1	-3	8	-3	3	1	-3	3	6	6
Cc1c([N+](=O)[O-])cnc(Sc2ccccc2)c1[N+](=O)[O-]	26*	-5	-3	-5	7	0	0	13	7
O=C(Nc1ccc(S(=O)(=O)Nc2cnc3ccccc3n2)cc1)c1ccc(F)cc1	-1	-4	5	-4	-3	-1	2	-3	3
COc1c(C(=O)Nc2nccs2)ccc2ccccc12	-2	-2	1	-2	-2	4	3	0	3
O=c1[nH]c(=O)n(C2CCCO2)cc1F (centres undefined)	-4	3	4	-4	-3	-10	-1	3	3
C[C@]12c3[nH]c4ccc(Cl)cc4c3CCN1C(=O)[C@@H](CC(=O)NCCN1CCOCC1)C[C@@H]2C(=O)N1CCCCC1	2	.	6	.	.	-2	1	.	2
O=C(NCCN1CCOCC1)c1ccc2c(c1)ncn2C1CCCCC1	0	3	-1	-1	2	6	0	9	7
C/C=C/C=C/C(=O)OC(C)C(=O)Nc1cc([N+](=O)[O-])ccc1OC (centres undefined)	-2	3	3	1	-6	1	-4	-4	6
CSc1cccc(CNC(=O)C2CCC(=O)N(CC3CCCCC3)C2)c1 (centres undefined)	4	2	1	-3	3	1	6	-3	0
O=C(N/N=C/C=C\c1ccco1)c1cccs1	-2	-3	.	-6	3	.	.	5	12
Cc1ccc(F)cc1NC(=O)CSc1n[nH]c(N)n1	1	.	8	.	.	10	4	.	2
COc1ccc(Cc2nnc(NC(=O)c3cccc(F)c3)s2)cc1OC	-4	-2	-4	2	-4	-10	1	-39	5
O=S(=O)(NCc1ccccn1)c1cc(OCC(F)(F)F)ccc1OCC(F)(F)F	-6	5	7	2	2	4	3	-1	2
Cc1cc(Cl)c(OCCCN(C)C)c(Br)c1	-6	1	1	3	3	2	6	-7	3
O=C(NCc1ccccc1)c1ccc(Br)cc1	-1	-3	4	-2	0	-7	2	1	6
O=C(COc1ccc([N+](=O)[O-])cc1Cl)NCCN1C(=O)CSC1=O	-6	.	-1	.	.	-3	0	.	-2
O=C1C2CC=CCC2C(=O)N1c1ccc(NCCc2cccc(F)c2)c([N+](=O)[O-])c1 (centres undefined)	2	4	4	2	3	-7	6	1	4
O=C1c2ccccc2C(=O)c2c1cccc2N1CCN(C/C=C/c2ccccc2)CC1	-3	-1	-5	1	1	2	5	1	5
COc1ccccc1CNS(=O)(=O)c1ccc(-n2cnnn2)c(C)c1	-2	7	-1	2	0	-10	5	8	2
CC(C)(C)NC(=O)C1N(c2cccnc2)C(=O)C2C(C(=O)Nc3ccccc3F)C3(C)C=CC21O3 (centres undefined)	-3	0	3	3	0	7	2	10	3
CCOC(=O)c1c(NC(=O)c2ccn(CC)n2)sc2c1CCC2	6	-5	8	-4	-2	6	3	4	0

PAD4 FP inh, what is marked active above.
mol | PAD4 FP inh | PME-1 primary | PAFAH1B3 inh | PAFAH2 inh | PAFAH1B2 FP inh | pPAFAH inh
Cc1c([N+](=O)[O-])cnc(Sc2ccccc2)c1[N+](=O)[O-] | 26* | -5 | -3 | 0 | 0 | 7

The results go on:
SMILES	PAD4 FP inh	PME-1 primary	PAFAH1B3 inh	LYPLA1 inh	Fam108B counter	PAFAH2 inh	PAFAH1B2 FP inh	GSTO1 counter	pPAFAH inh
OCCNc1nc2ccccc2nc1NCCO	-3	3	2	-2	-3	-1	-2	6	2
c1csc(CNc2ncnc3ccc(-c4ccc5c(c4)OCO5)cc23)c1	-2	-2	6	-20	.	-9	5	.	5
COc1ccc(NC(=O)CSc2nc3nc(C)cc(C)c3c(=O)[nH]2)cc1	-37	-8	1	-2	3	-1	4	-6	69*
CC(C)Sc1nc2c(cnn2-c2ccc(Cl)cc2)c(=O)[nH]1	-3	-1	0	-4	-6	-1	1	1	2
O=C(NC1CCSc2ccccc21)c1cccc(Cl)c1 (centres undefined)	-6	1	-1	-2	-1	2	-3	-1	2
O=C1C(c2ccc(F)cc2)N(Cc2ccc3c(c2)OCO3)C(=O)CN1C1CCCCCC1 (centres undefined)	0	2	4	0	-2	-3	3	2	7
COc1cccc(OCCNC(=O)c2ccccc2Sc2ccccc2C#N)c1	-3	11	-1	-2	2	-1	-2	-3	-1
C/C(=N\OCC(=O)NC(C)C)c1cccs1	-2	-1	13	3	-5	-4	1	2	-5
Cc1cc(C)c(NC(=S)N(CCCN2CCN(C)CC2)Cc2cccs2)c(C)c1	-2	1	9	1	2	5	4	11	2
Clc1ccc(-n2nnnc2-c2ccccc2)cc1Cl	1	2	14	0	5	1	-5	4	7
Nn1c(SCC(=O)NCCCc2ccccc2)nnc1-c1cccnc1	-2	1	8	0	0	6	5	-3	1
CC(C)/C(=N\NS(=O)(=O)c1ccc(Br)cc1)c1cccs1	-3	1	7	0	4	1	9	7	0
CCc1ccc(NC(=O)CSc2nc(=O)n(CCCN3CCOCC3)c3c2CCCC3)cc1	2	1	7	2	1	7	6	-11	3
CN1CCN(c2nc3c(c(=O)n(C)c(=O)n3C)n2Cc2ccccc2)CC1	-1	3	2	3	-1	-2	-8	8	-1
COc1ccc(/C=N/NC(=O)Nc2ccc3nsnc3c2)c(OC)c1	-3	9	1	-4	-1	-4	5	6	2
CSc1nsc(SCC(=O)N2CCCCC2)n1	-2	1	-2	-3	-3	6	0	1	6
CC(=O)N/C(=N/c1nc(C)cc(C)n1)Nc1ccc(C)cc1C	0	1	8	-2	-1	5	-1	-4	6
NC(=O)CN1C(=O)NC2(CCCc3sccc32)C1=O (centres undefined)	1	9	8	1	-2	8	6	5	-2
CC(=O)N1CCN(C(=O)c2ccc(-n3c(C)ccc3C)cc2)CC1	-2	-1	6	4	0	-4	3	-4	1
O=C(O)CC(NC(=O)C(c1ccccc1)c1ccccc1)c1ccco1 (centres undefined)	-1	-2	-5	1	0	1	6	1	1
Cc1cc(C(=S)N2CCOCC2)c(C)n1-c1ccc(Cl)cc1	7	-12	2	-2	4	13	2	2	6
COc1cc(CNc2nnnn2C)ccc1OCc1ccc(F)cc1Cl	2	9	4	1	1	4	2	5	13
COc1cc([N+](=O)[O-])cc2cc(C(=O)N3CCCC3)c(=O)oc12	3	-1	6	2	-2	4	-1	3	5
CCCOc1ccccc1C1NC(=O)NC(C)=C1C(=O)OCCOCC (centres undefined)	0	3	7	-1	0	-1	3	-8	3
O=C(COc1ccc(C(=S)N2CCC(Cc3ccccc3)CC2)cc1)N1CCOCC1	1	5	9	2	0	0	6	-1	5
CCOc1cccc(/C=N/N2CCN(c3ccc(Cl)cc3)CC2)c1O	4	2	7	-4	-4	2	21	-1	8
COc1ccc2cc(C(=O)C3CCCN(Cc4ccccn4)C3)ccc2c1 (centres undefined)	-2	3	5	-4	0	1	-2	1	5
CN1c2ccccc2C(=O)NC1c1ccc([N+](=O)[O-])s1 (centres undefined)	-3	2	14	2	-4	1	1	-3	1
Cc1cc(NS(=O)(=O)c2ccc(NC(=O)/C=C/c3ccc(Br)cc3)cc2)no1	-4	-13	2	-17	-9	-5	-2	-15	-1
CCCn1c(C(O)c2ccc(OC)c(OC)c2)nc2ccccc21 (centres undefined)	1	2	10	-1	2	3	4	8	0
N/C(=N\OC(=O)Cc1ccc(Cl)cc1)c1ccncc1	-7	-6	-1	-3	-1	3	9	4	5
